From PubChem
GCN5L2 inh = qHTS Assay for Inhibitors of GCN5L2; GCN5L2 HAT assay, ThioGlo1 CoA-SH fluorescence; Potency, µM (highest dose often 58.9 µM), without a hit: top-dose activity change, negative = inhibition, usual class: inhibitors; actives 0.21% (n = 390,000); AID 504327, 2011
Target sequence (Q92830 whole entry, looked up): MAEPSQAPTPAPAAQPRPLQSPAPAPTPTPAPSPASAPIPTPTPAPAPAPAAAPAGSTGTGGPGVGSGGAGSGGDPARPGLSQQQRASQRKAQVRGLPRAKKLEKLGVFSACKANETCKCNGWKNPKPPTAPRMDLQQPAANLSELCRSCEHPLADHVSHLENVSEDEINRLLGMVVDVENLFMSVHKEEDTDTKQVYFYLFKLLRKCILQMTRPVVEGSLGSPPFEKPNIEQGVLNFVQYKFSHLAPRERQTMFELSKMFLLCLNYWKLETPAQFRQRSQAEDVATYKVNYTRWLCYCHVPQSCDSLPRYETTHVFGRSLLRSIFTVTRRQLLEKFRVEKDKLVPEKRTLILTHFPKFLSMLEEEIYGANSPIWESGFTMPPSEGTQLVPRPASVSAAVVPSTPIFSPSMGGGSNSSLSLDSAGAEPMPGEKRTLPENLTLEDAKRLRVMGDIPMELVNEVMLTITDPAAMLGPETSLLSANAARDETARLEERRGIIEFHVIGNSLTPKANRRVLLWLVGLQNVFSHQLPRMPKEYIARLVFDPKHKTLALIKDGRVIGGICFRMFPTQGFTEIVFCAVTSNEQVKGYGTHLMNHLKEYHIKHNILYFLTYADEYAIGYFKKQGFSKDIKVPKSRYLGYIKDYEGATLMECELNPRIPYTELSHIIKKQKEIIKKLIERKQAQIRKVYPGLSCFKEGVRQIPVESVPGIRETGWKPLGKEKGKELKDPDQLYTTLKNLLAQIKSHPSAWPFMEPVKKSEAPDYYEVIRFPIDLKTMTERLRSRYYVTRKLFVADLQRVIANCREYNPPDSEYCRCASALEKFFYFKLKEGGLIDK
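Fluorescence readout, Ex340nm/Em540nm: ThioGlo1 (50uM final) reacts with free CoA thiol released as 20nM GCN5L2 acetylates H3(1-25) peptide (75uM) using acetyl-CoA (70uM). Compound and enzyme sat 15 min beforehand; 20 min room-temperature reaction.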
TDP1 cell CPT = qHTS for Inhibitors of human tyrosyl-DNA phosphodiesterase 1 (TDP1): qHTS in cells in presence of CPT; actives 12% (n = 420,000); Potency, µM (doses to about 46.2 µM), inactives show top-dose activity change, negative = growth inhibition, hits mostly inhibitors; chicken DT40 Tdp1-/-;hTDP1 cells + 20 nM CPT, ATP luminescence, 48 h; further: nearly all actives have a fitted effect of over 55% in size
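Cell growth measured by CellTiter-Glo luminescence after a minimum 48 h, 37 C compound exposure with 20 nM CPT in Tdp1-knockout DT40 cells stably expressing hTDP1, seeded 400/well; qHTS titration format.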
DT40 TDP1 no CPT = qHTS for Inhibitors of human tyrosyl-DNA phosphodiesterase 1 (TDP1): qHTS in cells in absence of CPT; DT40 Tdp1-/- hTDP1 cells, no CPT, ATP luminescence, 48 h; Potency, µM (series often up to 46.2 µM), for inactives: at the top dose activity change, negative = growth inhibition, actives largely listed as inhibitors; actives 15% (n = 420,000); further: nearly all actives have a fitted effect of over 55% in size
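No-CPT arm: Tdp1-/-;hTDP1 DT40 cells (400/well) plus compounds, incubated ≥48 hr at 37 °C. Readout CellTiter-Glo luminescence.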
An asterisk follows results filed as active; ? = inconclusive; . = not tested or not shown; [ ] = another dose, or the depositor's remark. The call rests on the fitted dose curve; in most records, active means well fitted curve in the direction sought with a large enough effect; inconclusive means small, poorly fitted or top-dose-only effect, or another doubt; inactive means no such curve, though single readings can be large; an effect the other way counts as inactive or inconclusive. On the % scale 0 is the no-effect control and ±100 the full control effect; potency means the concentration at half of the fitted maximal effect. These rows are one share of the data; the hit share may differ from the screen's.

Start of the data: the first 2 entries (preview)
SMILES	GCN5L2 inh	TDP1 cell CPT	DT40 TDP1 no CPT
Cn1c(=O)n(C)c2cc(CN3C(=O)OC(C)(C)C3(C)O)ccc21 (centres undefined)	-1%	17%	4%
Cc1c(S(=O)(=O)N2CCN(c3ccccc3)CC2)c(=O)n(C)c(=O)n1C	-5%	-1%	-8%

Main list, repeating the preview:
SMILES	GCN5L2 inh	TDP1 cell CPT	DT40 TDP1 no CPT
Cn1c(=O)n(C)c2cc(CN3C(=O)OC(C)(C)C3(C)O)ccc21 (centres undefined)	-1%	17%	4%
Cc1c(S(=O)(=O)N2CCN(c3ccccc3)CC2)c(=O)n(C)c(=O)n1C	-5%	-1%	-8%
Cc1ccc(Nc2ccc(C(F)(F)F)cc2[N+](=O)[O-])cc1	0%	-20%	-12%
CCCS(=O)(=O)NC(=O)C1(C)CCN(C(=O)c2ccccc2OC(C)=O)C1 (centres undefined)	.	5%	-16%
COCCN(C(=O)CSc1nc2ccc(Cl)cc2[nH]1)c1c(N)n(Cc2ccccc2)c(=O)[nH]c1=O	-24%	2%	8%
CCCCCCC1C(C#N)=C(N)OC2=C1C(=O)CC(C)(C)C2 (centres undefined)	0%	-18%	?
Cc1ccc(/C=N/NC(=O)c2ccc3c(c2)OCCO3)s1	-18%	21µM*	21µM*
COc1ccc(-c2ccc3c(=O)cc(-c4ccsc4)oc3c2)cn1	?	18µM*	?
CCOC(=O)Cc1csc(NC(=O)CSc2nnnn2-c2ccc(C)c(C)c2)n1	?	?	-24%
CCCC(=O)OCCNc1cc(SCc2ccco2)c2nonc2c1[N+](=O)[O-]	-3%	?	?
O=C(NCc1ccco1)C1CCCN(S(=O)(=O)c2cnc[nH]2)C1 (centres undefined)	-12%	8%	11%
Cc1ccccc1Nc1nc(N)nc(COC(=O)CCS(=O)(=O)c2ccccc2)n1	3%	-16%	-7%
CC(OC(=O)c1cccc(S(=O)(=O)N2CCCC2)c1)C(=O)NC1CCCCC1C (centres undefined)	-7%	8%	7%
CCc1ccc(-n2c(C)n[nH]c2=S)cc1	6%	4%	3%
COc1cc2ccccc2cc1C(=O)Nc1cccc(-c2nc3cc(C)c(C)cc3o2)c1	2%	?	15µM*

4 entries from above, with each value named.
mol: COCCN(C(=O)CSc1nc2ccc(Cl)cc2[nH]1)c1c(N)n(Cc2ccccc2)c(=O)[nH]c1=O
  GCN5L2 inh: -24%
  TDP1 cell CPT: 2%
  DT40 TDP1 no CPT: 8%

mol: CCCCCCC1C(C#N)=C(N)OC2=C1C(=O)CC(C)(C)C2 (centres undefined)
  GCN5L2 inh: 0%
  TDP1 cell CPT: -18%
  DT40 TDP1 no CPT: ?

mol: CCOC(=O)Cc1csc(NC(=O)CSc2nnnn2-c2ccc(C)c(C)c2)n1
  GCN5L2 inh: ?
  TDP1 cell CPT: ?
  DT40 TDP1 no CPT: -24%

mol: Cc1ccc(/C=N/NC(=O)c2ccc3c(c2)OCCO3)s1
  GCN5L2 inh: -18%
  TDP1 cell CPT: 21µM*
  DT40 TDP1 no CPT: 21µM*

(list continues)
SMILES	GCN5L2 inh	TDP1 cell CPT	DT40 TDP1 no CPT
CCc1nnc(NC(=O)CSCc2cc(=O)n3nc(C(C)C)sc3n2)s1	2%	1%	-2%
CCc1ccc(C(=O)COC(=O)c2ccccc2OC)cc1	-10%	-2%	8%
O=C(Nc1ccccc1)c1cccc(-c2nnc(-c3ccccc3)o2)c1	1%	-25%	?
CN(C)S(=O)(=O)Nc1ccccc1F	-18%	8%	23%
COc1ccc(CCNC(=O)c2ccc3c(=O)n(Cc4ccco4)c(=S)[nH]c3c2)cc1OC	0%	-12%	?
COc1ccc(N2CCN(c3oc(COc4ccc(Cl)cc4)nc3C#N)CC2)cc1	-1%	?	?
Cc1ccc(C(=O)NC(O)C(Cl)Cl)cc1 (centres undefined)	1%	?	?
OCC[C@@H]1C[C@@H](O)[C@H](O)[C@@]2(CCCc3ccccc3O2)O1	-1%	-4%	-5%
Cc1ccc(C(=O)NCC(=O)OCc2cc(=O)n3ccsc3n2)cc1	-10%	4%	-3%
C=CCN(C(=O)Cn1ncc2c1-c1cc(C)ccc1OC2)c1ccccc1	-26%	?	?
CC(=O)c1cccc(NC(=S)N2CCN(c3ccccn3)CC2)c1	-18%	-19%	-12%
O=C1c2ccccc2C(=O)C1c1ccncc1	-5%	?	23µM*
CCC1(CC)NC(=S)N(Nc2ccccc2)C1=O	-10%	-3%	-36%
CCCC(=O)NC(c1cccc([N+](=O)[O-])c1)c1ccc2cccnc2c1O (centres undefined)	.	12µM*	2.9µM*
Cc1cc(Cl)ccc1NC(=S)NCc1ccccc1	-6%	?	?
CCCn1c(=O)[nH]c(=O)c2c1nc(-c1ccc3c(c1)OCCO3)n2CCN1CCOCC1	0%	-1%	-11%
Fc1ccccc1COc1ccccc1/C=N/Nc1nc(N2CCCC2)nc(N2CCCC2)n1	-4%	?	21µM*
CC(=O)c1ccc(OCC(=O)Nc2ccccc2N2CCCC2)cc1	-1%	?	-22%
CC1CN(C(=O)COC(=O)c2cncc(Br)c2)CC(C)O1 (centres undefined)	.	-5%	14%
COc1ccc(NC(=O)CCNC(=O)c2ccco2)cc1OC	-9%	4%	-10%
COc1ccc([N+](=O)[O-])cc1NCC(=O)c1ccc(C)cc1	-4%	?	-25%
COc1ccc(N(C(=O)c2ccccc2OC)C2C=CS(=O)(=O)C2)c(OC)c1 (centres undefined)	3%	-4%	-10%
Cc1cc(C(=O)N2CCc3ccccc32)c2ccccc2n1	0%	?	-9%
CCn1nnnc1SCC(=O)c1cccc(OC)c1	3%	?	?
C#CC1(NC(=O)N(C)C)CCCCC1	-8%	-11%	-22%
CCOC(=O)c1c(C)oc2nc(C)nc(N3CCN(c4ccc(C(C)=O)cc4)CC3)c12	-3%	5.8µM*	2.9µM*
C/C(=C\C(=O)c1ccc(Br)cc1)NCc1ccccc1	-2%[0.501 µM]	-2%	-14%
Cc1ccn2c(=O)cc(COc3ccc(NC(=O)c4ccccc4F)cc3)nc2c1	3%	8%	2%
COc1ccc(S(=O)(=O)N(CC(=O)N2CCc3ccccc3C2)c2ccc(C)cc2)cc1	-9%	?	?
Fc1ccccc1N1CCN(C(c2ccccn2)c2nnnn2C2CCCCC2)CC1 (centres undefined)	-11%	?	?
COC(=O)C(C)N(C(=O)c1cccc(Cl)c1)c1c(C)cccc1C (centres undefined)	-8%	?	?
CC(C)(C)c1ccc(-c2n[nH]c(=S)n2C2CCCC2)cc1	-8%	?	16µM*
CCOC(=O)C1CCN(Cc2cc(=O)oc3cc(C)c(Cl)cc23)CC1	-21%	?	23µM*
CCN1CCN(CCCNC(=O)c2ccc3c(c2)sc2nc(-c4ccc(C)cc4)cn23)CC1	1%	1.3µM*	1.3µM*
CC(NC(=O)C1CCC(CNc2c(N3CCOCC3)c(=O)c2=O)CC1)c1ccccc1 (centres undefined)	1%	-17%	-5%
Cc1ccc2c(c1)N(C(=O)CCC(=O)NCc1ccccn1)CC(C)O2 (centres undefined)	-1%	0%	3%
COc1ccc2[nH]c3c(c2c1)CCN1C(=O)C(CC(=O)NCCN2CCOCC2)C[C@H](C(=O)N2CCCCC2)[C@@]31C (some centres undefined)	3%	-6%	-15%
COc1ccc(C(=O)COC(=O)[C@H](C)NS(=O)(=O)c2ccc(NC(C)=O)cc2)cc1OC	.	-6%	-8%
O=C(O)c1cccc(N2C(=O)/C(=C/c3ccc([N+](=O)[O-])cc3)C=C2c2ccccc2)c1	-8%	?	?
O=C(Nc1ccc(NC(=S)NC(=O)c2ccco2)cc1)c1ccc(Br)cc1	.	7%	8%
COc1cccc(CNc2nccn(-c3cc(C)cc(C)c3)c2=O)c1	-3%	?	?
Nc1ccc2oc(CCc3ccccc3)nc2c1	-20%	1%	?
CCn1cc([N+](=O)[O-])c(C(=O)N2N=C3/C(=C/c4cccs4)CCCC3C2c2cccs2)n1 (centres undefined)	-13%	?	?
Cn1c(NC(=O)c2ccccc2)c(-c2cccs2)c(=O)c2ccccc21	-4%	15µM*	16µM*
CCCOc1ccc(/C(O)=C2/C(=O)C(=O)N(c3ccccn3)C2c2ccc(OC)cc2)cc1C (centres undefined)	-9%	-30%	-5%
CN(C(=O)c1ccccc1Cl)C1CCCCC1	-4%	-7%	-18%
CCC(C)(C)n1nnnc1C(c1ccc(F)cc1)N1CCC(C(N)=O)CC1 (centres undefined)	?	-17%	-26%
CSc1ccccc1NC(=O)CN(C)Cc1c(O)ccc2ccccc12	-7%	?	23µM*
COc1ccc(-c2nc3c4ccccc4n(CC(=O)N4CCN(c5ccccc5F)CC4)c(=O)n3n2)cc1	-4%	?	?
Cc1ccc(OCCCCc2c(C)n[nH]c2C)cc1	-11%	?	?
CCN(CC)C(=O)C1=C(C)N(CCCOC)C(=O)C(CC(=O)NC(c2ccccc2)c2ccccc2)C1 (centres undefined)	.	5.8µM*	7.3µM*
CC(C)(O)C#Cc1ccc(C(=O)N2CCC(C(N)=O)(N3CCCCC3)CC2)cc1	-4%	5%	-2%
CC1CCN(C(=O)c2ccc(-n3cnnn3)cc2)CC1	-6%	2%	-25%
CC(=O)Nc1ccc(SCC(=O)NC(=O)c2ccc(S(=O)(=O)N(C)C)cc2)cc1	-3%	6%	-15%
CN(C)/C=C1/NC(=S)NC1=O	-4%	-14%	-7%
N#Cc1c(C(F)(F)F)cc(-c2ccc(F)cc2)nc1SCC(=O)O	-3%	3%	?
COCCOC1CCN(C(=O)c2cc(COc3ccc(F)cc3F)on2)CC1	-6%	-15%	-13%
Cc1cc(C(=O)COC(=O)CC2Sc3ccccc3NC2=O)c(C)n1-c1ccccc1 (centres undefined)	-9%	?	?
COc1ccc(/C=N/NC(=O)c2cc(-c3ccc4c(c3)OCO4)n[nH]2)cc1OC	26%	18µM*	12µM*
CC(C)(CO)NS(=O)(=O)c1ccc2c(c1)oc(=O)c1cc(S(=O)(=O)NC(C)(C)CO)ccc12	.	1%	-21%
(further entries)
SMILES	GCN5L2 inh	TDP1 cell CPT	DT40 TDP1 no CPT
O=C(NC(Nc1ccccn1)C(Cl)(Cl)Cl)c1ccccc1 (centres undefined)	0%	-27%	?
Cc1cn2c(=O)cc(COC(=O)c3ccc(NC(=O)c4ccc(C(C)(C)C)cc4)cc3)nc2s1	-3%	-4%	?
COc1ccc(C2C(C(C)=O)=C(C)N=c3s/c(=C\c4ccco4)c(=O)n32)c(OC)c1 (centres undefined)	-14%	8.2µM*	-15%
COc1ccc2c(/C=N/Nc3ccc(C(=O)O)cc3)c[nH]c2c1	-25%	0%	-22%
CC(=O)c1ccc(NC(=O)C(C)N(C)CC(=O)Nc2ccc(N3CCOCC3)cc2)cc1 (centres undefined)	-7%	6%	-3%
COc1ccc(C(=O)NCC(c2ccco2)N2CCc3ccccc32)cc1 (centres undefined)	-2%	3.7µM*	2.6µM*
CCOC(=O)CSC1=N/C(=C\c2cc(OC)c(OC)c(OC)c2)C(=O)N1C	-21%	35%[activator]	-27%
C[C@@H]1CN([C@H](C)CO)C(=O)CCCn2nncc2CO[C@H]1CN(C)S(=O)(=O)c1cccs1	.	8%	9%
CC(C)(C)CNc1cc(N2CCOCC2)ccc1[N+](=O)[O-]	-6%	?	?
CCN(CC(=O)Nc1cc(Cl)ccc1C)C(=O)Cc1sc(C)nc1-c1ccc(F)cc1	2%	-18%	?
O=C1c2c(O)cc(O)cc2O[C@H](c2ccc(O)cc2)[C@H]1O	.	12%	-9%
COc1ccc(NC(=O)N(C)C[C@@H]2Oc3cc(C#CCN(C)C)ccc3S(=O)(=O)N([C@H](C)CO)C[C@H]2C)cc1	.	11%	-10%
CCOc1cc(CNc2ccc(O)cc2)cc(Br)c1OCc1ccccc1	-11%	23µM*	16µM*
CC(C)NC(=O)c1cccc2c(-c3ccc(F)c(F)c3)coc12	.	?	21µM*
CCCc1ccc(S(=O)(=O)Nc2ccc(C)c(NS(C)(=O)=O)c2)cc1	-4%	-1%	?
O=C(Cn1nc(Cc2ccncc2)c2ccccc2c1=O)N1CCN(C(=O)c2ccco2)CC1	2%	12%	-4%
CC(C)CC(=O)Nc1cc(NC(=O)CC(C)C)cc(C(=O)NC(C)(C)C)c1	-3%	-10%	-19%
